COUP-TFII inh = NR2F2 (human) inhibition, primary screen; inhibition, % at 8.6 µM; 0.7% of 370,000 active; HEK293T NGFI-A luciferase reporter, luminescence; AID 686940;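 active = inhibition above a per-plate cutoff, mean inhibition of test wells between control levels plus 3 SD, cut at about 38% in these data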;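 note: cells cotransfected with COUP-TFII expression vector driving the NGFI-A reporter; 0% = median of COUP-TF2 test wells and 100% = reporter-only cells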
Target sequence (P24468 whole entry, looked up): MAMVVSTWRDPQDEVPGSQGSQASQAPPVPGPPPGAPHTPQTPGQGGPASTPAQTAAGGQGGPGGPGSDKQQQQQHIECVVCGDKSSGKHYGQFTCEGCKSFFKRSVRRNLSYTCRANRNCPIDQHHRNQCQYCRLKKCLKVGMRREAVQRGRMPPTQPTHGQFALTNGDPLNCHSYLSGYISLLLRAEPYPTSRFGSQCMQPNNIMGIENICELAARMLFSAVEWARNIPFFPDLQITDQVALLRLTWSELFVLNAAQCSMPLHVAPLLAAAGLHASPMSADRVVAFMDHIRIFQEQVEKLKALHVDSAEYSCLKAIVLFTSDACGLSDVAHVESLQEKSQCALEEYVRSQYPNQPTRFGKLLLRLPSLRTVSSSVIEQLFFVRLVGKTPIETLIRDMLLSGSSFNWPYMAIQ
TROY NFkB inh = blocks TROY-dependent signaling in reporter cells; Q293 LMP1-TROYcd NF-kB luciferase reporter, 4 h; inhibition, % at 10 µM; 0.98% of 360,000 active; AID 1347056;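 active = compounds whose plate-normalised and pattern-corrected inhibition of the luciferase reporter signal at the single screening dose is 50% or more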
LMP1 NFkB inh = inhibitors of Epstein-Barr LMP1-induced NF-kappaB reporter; 0.69% of 350,000 active; LMP1-induced NF-kappaB luciferase reporter cells, luminescence; inhibition, % at 12.5 µM; AID 504558; in the data active = inhibition above about 41%;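 note: 0% = neutral control wells and 100% = reference inhibitor control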
KKLEB tox = CF airway cell cytotoxicity counter-screen; KKLEB CF airway cells viability, ATPlite luminescence, overnight; stronger effect = lower value; cells stimulated with P. aeruginosa culture filtrate; activity change (cytotoxicity), % at 5 µM; 0.36% of 360,000 active; AID 602141;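 active = corrected activity change at or below -50% at 5 µM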
NCOA1 inh = human NCOA1 inhibition; 0.12% of 360,000 active; AID 588354; HEK293 GAL4-SRC1 luciferase reporter, luminescence; Q15788; inhibition, % at 3.6 µM;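 active = inhibition above the campaign mean plus 3 SD, with each screening campaign given its own cutoff, cut at about 60% in these data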;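 note: 0% = DMSO treated cells and 100% = gossypol at 36 µM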
NCOA3 inh = inhibits human SRC3 coactivator. HEK293 GAL4-SRC3 luciferase reporter, luminescence. Q9Y6Q9. inhibition, % at 3.6 µM. 0.17% of 360,000 active;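 active = inhibition above a per-campaign cutoff, the mean of all compounds plus 3 SD, cut at about 60% in these data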;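 note: 0% = DMSO-treated cells and 100% = gossypol-treated cells at 36 µM; higher means less SRC3-driven luciferase light from the GAL4 reporter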
NR5A2 inv ag = inverse agonists of human LRH-1 (NR5A2); O00482; HEK293T StAR-luciferase reporter, LRH-1 transfected, 24 h; inhibition, % at 3.6 µM; 0.13% of 360,000 active; AID 602396;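 active = inhibition above the mean inhibition of all tested compounds plus 3 SD, cut at about 73% in these data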;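 note: 0% = DMSO wells and 100% = reporter-only cells lacking LRH-1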
Target sequence (O00482 whole entry, looked up): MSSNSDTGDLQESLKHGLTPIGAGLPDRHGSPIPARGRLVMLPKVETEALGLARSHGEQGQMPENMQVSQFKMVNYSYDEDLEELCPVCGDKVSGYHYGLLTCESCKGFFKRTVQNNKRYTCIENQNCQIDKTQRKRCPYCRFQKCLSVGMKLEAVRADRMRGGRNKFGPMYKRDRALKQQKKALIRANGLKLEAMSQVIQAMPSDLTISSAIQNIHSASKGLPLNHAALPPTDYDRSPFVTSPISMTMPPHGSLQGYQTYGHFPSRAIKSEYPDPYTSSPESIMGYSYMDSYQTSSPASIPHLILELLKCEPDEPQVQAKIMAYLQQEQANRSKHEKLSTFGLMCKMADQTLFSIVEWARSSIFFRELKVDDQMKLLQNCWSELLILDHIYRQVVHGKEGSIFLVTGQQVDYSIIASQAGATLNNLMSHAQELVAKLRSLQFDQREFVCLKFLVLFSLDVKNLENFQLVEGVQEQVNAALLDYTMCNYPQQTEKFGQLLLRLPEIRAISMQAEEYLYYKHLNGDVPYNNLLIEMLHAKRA
TRAIL sens C8 = caspase-8 TRAIL sensitization; NB7+C8 cells + TRAIL, ATPlite viability luminescence; inhibition (viability loss, TRAIL sensitization), % at 10 µM; 1% of 360,000 active; AID 624354;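 active = compounds causing at least 50% loss of cell viability in the single-dose screen, relative to plate controls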
CF NFkB block = cystic fibrosis NF-kB activation inhibition; AID 588850; inhibition, % at 5 µM; KKLEB NF-kB-GFP reporter, PAF-induced, GFP fluorescence overnight; 0.86% of 360,000 active;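 active = at least 50% inhibition at 5 µM, scaled per plate between neutral and stimulator controls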;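 note: PAF is a Pseudomonas aeruginosa culture filtrate used as stimulus; plate controls were PAF-stimulated DMSO wells for no effect and unstimulated DMSO wells for full effect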
TWEAK-Fn14 inh = inhibitors of TWEAK-Fn14 interaction signaling; TWEAK-stimulated Fn14 reporter cells, luciferase luminescence, 8 h; inhibition, % at 10 µM; 2% of 360,000 active; AID 1159606; in the data active = inhibition above about 50%
SRC2 inh = inhibits human steroid receptor coactivator 2. Q15596. HEK293 GAL4-SRC2 luciferase reporter, luminescence. inhibition, % at 9 µM. 0.17% of 370,000 active. AID 651957;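 active = inhibition above the mean inhibition of all tested compounds plus 3 SD, set per campaign, cut at about 52% in these data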;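 note: 0% = DMSO treated cells and 100% = cells given Gossypol at 36 µM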
An asterisk follows results filed as active; x = not tested or not shown; & = joins results of further samples.

Screens in order: TRAIL sens C8	CF NFkB block	TWEAK-Fn14 inh	NCOA3 inh	SRC2 inh	NR5A2 inv ag	NCOA1 inh	LMP1 NFkB inh	COUP-TFII inh	KKLEB tox	TROY NFkB inh
- COc1ccc(CSc2nncn2N)cc1Br
  -13	-7	0	-11	-32	-5	-8	-3	-17	-2	-4
- CCN(c1ccccc1)c1nc(Cl)nc2c1cnn2C
  0	43	-21	-7	-18	-14	13	8	5	-21	11
- Cc1cc(NC(=O)c2cc3n(n2)C(C(F)(F)F)CC(c2ccco2)N3)no1 (configuration not stated)
  60*	5	-8	12	-4	-8	10	-11	-15	4	-25
- Nc1nc(COc2ccc(F)cc2)nc(N2CCCCC2)n1
  -2	25	-20	-11	-11	3	-8	1	-31	-13	9
- CSc1ccccc1NC(=O)CN(C)Cc1c(O)ccc2ccccc12
  -19	-16	9	-15	-6	18	5	-4	-11	-4	-9
- Cc1cc(C)cc(NC(=S)NC2CC3CCCC(C2)N3CC(C)C)c1 (configuration not stated)
  25	8	-8	0	-7	-2	-8	0	0	-5	13
- Cc1ccc(S(=O)(=O)N2C[C@H]3N(C(=O)OC(C)C)N(C(=O)OC(C)C)C[C@H](OC(=O)Nc4c(C)noc4C)[C@@]3(O)C2)cc1
  -5	22	13	-12	18	20	-10	1	-8	6	-7
- S=C(NCCN1CCOCC1)Nc1ccccc1Cl
  8	-17	25	14	-40	0	-14	-3	-3	8	-9
- O=C(COc1ccc(Br)cc1)N1CCN(c2ncccn2)CC1
  -12	-4	1	1	12	-23	-13	-8	4	8	3
- COc1ccc(Br)cc1CNC(=O)C1CCC(=O)N1C(C)C (configuration not stated)
  -10	-3	10	1	1	-3	3	-15	2	-5	-1
- O=C(c1nn2cccnc2c1Cl)N1CCN(c2ccccc2)CC1
  -7	8	0	-20	-7	-4	-5	-1	0	9	-23
- CCCCCn1c(SCCOCC)nc2c1c(=O)[nH]c(=O)n2C
  5	2	3	-17	-6	-4	3	3	-43	-5	2
- Cc1[nH]nc(N=CC2=C(O)CC(c3ccco3)CC2=O)c1-c1ccccc1 (configuration not stated)
  2&-3	-4&0	12&6	-27&5	-1&-17	-28&-21	-8&-30	-5&-13	13&2	-6&3	-13&-85
- C=CCN(c1ccccc1OC)S(=O)(=O)c1cccc(C(=O)OCC(=O)N2CC(C)OC(C)C2)c1 (configuration not stated)
  5	-9	1	20	3	-6	10	4	-9	-13	2
- CC(=O)c1ccccc1-c1csc2ncnc(Sc3nnnn3C)c12
  -3	43	33	1	7	-26	-6	-46	-3	-27	-11
- c1ccc(-c2cc3cc4c(cc3cn2)OCO4)cc1
  51*	-39	28	-126	-65	-87	-110	-19	-59	-2	-33
- CCOc1ccc2[nH]c(=O)c(CN(CCCN3CCOCC3)C(=O)Nc3ccc(F)cc3)cc2c1
  -16	-5	7	-5	-15	-17	-5	0	21	14	-11
- CC(C)N(Cc1nccn1C)C(=O)c1cc(COc2cccc(C(F)(F)F)c2)on1
  7	12	-2	-26	10	-2	0	2	-7	4	-8
- CCOC(=O)C1=C(C)N=c2s/c(=C/c3cccc([N+](=O)[O-])c3O)c(=O)n2C1c1ccc(OC)cc1OC (configuration not stated)
  14	19	18	-4	-12	10	-8	7	5	8	3
- O=C(Cn1nc(-c2ccc(Cl)cc2)ccc1=O)NCCCN1CCN(Cc2ccccc2)CC1
  -2	19	3	9	10	17	8	13	-7	-15	1
- Cn1c(=O)c2ncn(CC(=O)NCCOc3ccc(C(C)(C)C)cc3)c2n(C)c1=O
  0	1	-12	-35	9	4	-3	-6	15	-3	22
- CCc1ccc(CCC(=O)Nc2sc(C)c(C)c2C(=O)OC)o1
  -6	14	9	3	-19	-17	-3	4	3	-20	14
- OCCN1CCN(CC#CCC(c2ccccc2)c2ccccc2)CC1
  10	6	-10	26	-13	-13	1	-6	-3	-10	3
- CCc1ccc(-c2nc(C)c(CCO)c(=O)[nH]2)cc1
  1	0	4	-12	-3	10	-12	4	-25	7	-3
- CN(C)CCN1C(=O)c2oc3ccc(F)cc3c(=O)c2C1c1ccncc1 (configuration not stated)
  9	12	10	-15	-10	-18	14	-3	4	9	-7
- Cc1ccc(C(=O)CC2(O)C(=O)N(CN3CCOCC3)c3ccccc32)cc1 (configuration not stated)
  1	-10	-3	-7	6	-11	-10	-1	3	5	-11
- COc1ccccc1NS(=O)(=O)c1ccc(O)c(C(N)=O)c1
  2	4	4	-4	-4	23	-14	5	-5	-8	12
- O=C(NC(=S)NCC1CCCO1)c1ccc(Br)o1 (configuration not stated)
  1	11	-7	-31	-44	-42	-50	-4	-18	8	-16
- COCCOC(=O)C1=C(C)NC(=O)NC1c1ccco1 (configuration not stated)
  -13	-4	-1	3	13	-3	-1	x	5	-2	-9
- Cc1ccccc1N/C=C/C(=C(C#N)C#N)N(C)C
  -3	-9	-4	-3	-10	-2	2	-5	17	4	-16
- COCCN(CC(=O)Nc1ccccc1)S(=O)(=O)c1ccc(S(=O)(=O)N2CCCC2)cc1
  8	20	-12	16	-11	-7	-3	-7	-6	-2	-13
- CC1CCc2c(sc(NC(=O)c3ccccc3C(=O)O)c2C#N)C1 (configuration not stated)
  -2	-17	13	10	-4	-4	-4	-3	13	6	-9
- CCc1ccc[n+](-c2[nH]c(=O)sc2/C=N/N=C(\[O-])CCn2c3ccccc3c3ccccc32)c1
  0	7	6	-22	7	6	6	2	-5	4	-17
- CCCC[C@@H]1C=C(C(=O)O)[C@H](c2ccc(Cl)cc2)N1S(=O)(=O)c1ccc(C)cc1
  -24	-26	7	6	-6	1	-4	-2	2	8	6
- CCOc1ccc(NC(=O)Cc2ccc(NC3=NC4CS(=O)(=O)CC4S3)cc2)cc1 (configuration not stated)
  2	5	0	-16	12	3	-8	3	3	-4	10
- CC(C)(C)n1nnnc1C(c1cccc(C#N)c1)N1CCN2CCCC2C1 (configuration not stated)
  -26	3	39	6	0	-20	-8	-1	24	-2	-7
- COc1cc2cc(CCOC(=O)c3ccc(F)cc3)oc(=O)c2cc1OC
  3	12	-16	8	-1	2	-16	-7	-10	-5	-11
- C1CCC(n2nnnc2CN2CCN(C3CCCC3)CC2)CC1
  17	-9	-1	-19	-6	6	-10	-3	-9	11	2
- Cc1cc(C(F)F)n2nc(C(=O)Nc3ccc(S(=O)(=O)N4CCCC4)cc3)nc2n1
  3	-8	1	22	10	15	12	6	-6	-1	-3
- COc1cccc(C(=O)N2CCN(Cc3ccco3)CC2)c1OC
  -4	-2	-4	13	12	-11	0	2	2	4	-2
- O=C(O)C1(Nc2ccc([N+](=O)[O-])cc2[N+](=O)[O-])CCCC1
  -4	-12	3	6	-4	-5	-18	-1	-9	2	-8
- Cc1cc(C(=O)CCl)c(C)n1CCc1ccc(F)cc1
  2	18	9	6	6	-2	-16	-2	-6	-10	-9
- COC(=O)c1ccccc1NC(=O)N1CCN(c2ccccc2)CC1
  -2	13	7	6	2	8	15	9	-3	0	1
- CC(=O)Nc1nonc1-c1nc2ccccc2n1Cc1ccccc1
  -4	-28	-90	-9	-62	-33	-33	-37	-19	-18	4
- COCC(=O)N(Cc1cc2ccccc2[nH]c1=O)c1ccccc1OC
  10	-10	79*	1	8	4	4	-4	2	6	x
- CC(C)c1ccc(NC(=O)N2CCN(S(=O)(=O)c3ccccc3)CC2)cc1
  2	8	5	12	-10	2	-17	7	10	-14	-11
- COc1ccc(C(=O)CSc2cc(C)nc(SCC(=O)c3ccc(C)cc3)n2)cc1
  21	5	35	-7	0	12	-11	11	4	-8	26
- CCCCN(C(=O)CSc1n[nH]c(-c2ccc(C)cc2)n1)c1c(N)n(CCCC)c(=O)[nH]c1=O
  33	32	-7	4	-17	-5	-7	8	-7	-27	0
- COc1ccc(S(=O)(=O)N2CCCCCC2)cc1N(C)S(=O)(=O)c1ccccc1
  8	-4	24	25	-1	8	6	-8	6	0	3
- COc1cc(OC)c(OC)cc1/C=N/NC(=O)c1cc(-c2cccn2C)n[nH]1
  0	-7	1	15	-12	16	21	-5	1	1	5

(further entries)
Screens in order: TRAIL sens C8	CF NFkB block	TWEAK-Fn14 inh	NCOA3 inh	SRC2 inh	NR5A2 inv ag	NCOA1 inh	LMP1 NFkB inh	COUP-TFII inh	KKLEB tox	TROY NFkB inh
- COc1ccc(-c2ccc3c(c2)C2CC3CCN2CCC#N)cc1 (configuration not stated)
  0	9	-8	3	5	-20	7	5	-2	4	9
- Cc1ccc(N(CC(=O)NCc2ccccc2)S(=O)(=O)c2c(C)noc2C)cc1
  -20	14	4	-3	-7	-8	9	4	2	-6	-8
- COc1ccccc1NC(=O)COC(=O)CCC1CCCC1
  -6	42	-15	17	7	38	7	1	-4	-2	-17
- Cc1cc(-c2nc3ccccc3c(=O)o2)ccc1[N+](=O)[O-]
  13	-8	4	-51	-55	-79	-15	-14	-23	4	-57
- Cc1c(NS(=O)(=O)c2cc(Br)cc3c2N(C(=O)C2CC2)CC3)c(=O)n(-c2ccccc2)n1C
  -3	0	5	4	x	-10	4	-3	x	-14	5
- Cc1cccnc1NC(=O)C1CCN(S(=O)(=O)c2c(C)noc2/C=C/c2ccco2)CC1
  -8	4	-3	-3	-18	26	4	5	20	-4	-8
- COc1ccc(NC(=O)Nc2c(O)ccc3ccccc23)cc1
  -13	3	5	-4	-45	-6	-7	-10	-23	4	-41
- CC1(C)CC(=O)c2c(n(-c3cccc4ccccc34)ccc2=O)C1
  2	-11	-7	15	-1	-8	0	12	5	11	-8
- CN1CCN(c2nc3ccccc3nc2C(C#N)C(=O)OC2CCCCC2)CC1 (configuration not stated)
  -3	-13	-12	3	-30	5	2	-20	7	-21	8
- CN1C(=O)C(CC(=O)Nc2ccc(F)cc2)N(Cc2ccco2)C1=S (configuration not stated)
  -2	-5	5	1	-6	-3	-9	-7	-8	0	0
- Cc1nn(CC(=O)c2ccccc2Cl)c(C)c1[N+](=O)[O-]
  13	16	52*	-56	-40	-75	-51	-20	-10	-17	57*
- CCOc1ccc(N(CC(=O)Nc2cc(Cl)ccc2C)S(C)(=O)=O)cc1
  4	9	7	-2	6	2	-9	-8	14	-15	-2
- CN(C)C(=S)Nc1nc2ccccc2s1
  26	-13	-12	-93	-13	-113	-51	3	-13	2	-37
- COc1ccc2oc(=N)c(C(=O)Nc3ccc(Br)cc3)cc2c1
  -5	-11	-15	4	-15	8	15	-16	-20	-1	-1
- Cc1cccc(OC(C)C(=O)N2CCCN(C)CC2)c1C (configuration not stated)
  6	-6	9	7	x	1	16	-4	x	3	-2
- Cc1ccc(Oc2ccc(Cl)cc2NC(=O)c2ccc(F)cc2F)cc1
  -1	-10	14	9	7	5	5	-37	0	-3	1
- CCOC(=O)[C@H]1[C@H]2COc3ccc(OC)cc3[C@@H]2N2C(=O)c3ccccc3NC(=O)[C@@]12C
  4	-24	7	8	-2	6	-8	-1	-5	8	-11
- CCC(=O)N1CCCN(S(=O)(=O)c2ccc(C)cc2)C1c1ccc(OC)cc1 (configuration not stated)
  11	7	30	3	-2	22	-2	-1	0	2	16
- Cc1cccc(-c2nsc(SCC(=O)Nc3ccc4c(c3)OCO4)n2)c1
  -3	-19	-16	-5	11	-36	-24	-22	-15	18	21
